beta cell repl: induces beta-cell replication in MIN6 cells; MIN6 cells proliferation, ATPlite luminescence, 48 h; cells starved in 0.2% serum; 100% = growth in 10% serum; proliferation, % at 10 µM; 330,000 compounds, 0.29% hits; AID 2380;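 active means compounds whose signal lies at least 3.5 SD above the mean of all wells on their plate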;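 further: 0% = DMSO-treated cells in low-serum medium and 100% = 10% serum control; some compounds called inactive have numbers as strong as hits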
A3A deaminase: human APOBEC3A DNA deaminase inhibition | inhibition, % at 20 µM | 330,000 compounds, 0.41% hits | P31941 | AID 493011 | recombinant A3A, FAM/TAMRA ssDNA deamination fluorescence;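 active means at least 40% inhibition at 20 µM here, with at most 30% in a related deaminase screen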;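 further: plate controls were A3A with DMSO for no effect and wells lacking A3A enzyme for full effect; some results filed as inactive read as strong as hits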
Target sequence (P31941 whole entry, looked up): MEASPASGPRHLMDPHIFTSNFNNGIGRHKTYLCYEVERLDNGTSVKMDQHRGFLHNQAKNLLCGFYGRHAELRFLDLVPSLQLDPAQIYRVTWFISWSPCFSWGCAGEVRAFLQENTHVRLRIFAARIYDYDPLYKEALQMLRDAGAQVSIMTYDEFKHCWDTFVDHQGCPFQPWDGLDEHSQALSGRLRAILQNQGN
APOBEC3G inh: APOBEC3G (human) deaminase inhibition; inhibition, % at 20 µM; Q9HC16; AID 493012; recombinant A3G, ssDNA deamination FAM/TAMRA fluorescence; 330,000 compounds, 0.28% hits;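 active means inhibition of at least 40% at 20 µM, with no more than 30% in the related APOBEC3A deaminase screen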;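 further: plate controls were DMSO wells with A3G for no effect and wells lacking A3G enzyme for full effect; some compounds called inactive have numbers as strong as hits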
Target sequence (Q9HC16 whole entry, looked up): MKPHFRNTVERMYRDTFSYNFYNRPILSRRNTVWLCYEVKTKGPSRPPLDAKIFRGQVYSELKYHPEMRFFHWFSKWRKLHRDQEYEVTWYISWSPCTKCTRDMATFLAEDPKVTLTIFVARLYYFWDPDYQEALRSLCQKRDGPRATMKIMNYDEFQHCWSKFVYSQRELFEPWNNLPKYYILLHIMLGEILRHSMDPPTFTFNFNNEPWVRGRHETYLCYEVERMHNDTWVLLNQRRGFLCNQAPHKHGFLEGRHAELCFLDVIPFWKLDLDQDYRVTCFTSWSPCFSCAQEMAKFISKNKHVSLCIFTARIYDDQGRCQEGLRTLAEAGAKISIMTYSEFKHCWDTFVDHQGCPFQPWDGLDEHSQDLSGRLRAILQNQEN
NR3A LBD binder: modulators (binders) of human NR3A ligand-binding domain; 340,000 compounds, 2.5% hits; Tm shift relative to glycine control, % at 25 µM; NR3A LBD differential scanning fluorimetry, Tm shift; 0% = protein alone, 100% = glycine-bound protein; AID 1259313;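 active means melting temperature shift of at least 10% of the positive control shift, at one fixed dose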
mIAP block: blocks mouse intestinal alkaline phosphatase. 330,000 compounds, 0.2% hits. purified mouse IAP, CDP-Star luminescence, 30 min. inhibition, % at 10 µM;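 active means inhibition of at least 40% at 10 µM in the primary screen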;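 further: plate controls were DMSO with enzyme for no effect and no enzyme wells for full effect; values of inactives mirror those of a sister screen read the other way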
hIAP inh: blocks human intestinal alkaline phosphatase | purified IAP, CDP-Star luminescence, 30 min | inhibition, % at 10 µM | P09923 | AID 2544 | 330,000 compounds, 0.12% hits;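 active means inhibition reaching a set limit with compound at 10 µM in the primary screen, cut at about 35% in these data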;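 further: plate controls were DMSO wells with enzyme for no effect and no-enzyme buffer wells for full effect; values of inactives mirror those of a sister screen read the other way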
hIAP activ: human IAP activation | activation factor at 10 µM | AID 2524 | 330,000 compounds, 0.16% hits | purified human IAP, CDP-Star luminescence, 30 min; hits give high values; 1 = vehicle-only enzyme, 0 = enzyme-free background | P09923;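 active means activation factor of the enzyme at least 2-fold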; further: the source names both 10 and 20 µM as test concentration; values of inactives mirror those of a sister screen read the other way
mIAP activ: mouse IAP activation; muIAP, CDP-Star luminescence, 30 min; hits give high values; 1 = vehicle-only enzyme signal, 0 = enzyme-free wells; activation factor at 10 µM; 330,000 compounds, 0.24% hits; AID 2805;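 active means activation factor of at least 2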; further: the source names both 10 and 20 µM as test concentration; values of inactives mirror those of a sister screen read the other way
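Assay system: mouse IAP enzyme; Reagent: CDP-Star chemiluminescent phosphatase substrate; Compound: DMSO-dissolved test compounds; Incubation: 30 min, room temperature; Technique: luminescence from enzymatic CDP-Star hydrolysis; Controls: DMSO-only wells and no-enzyme negative control.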
MPTP inh: inhibitors of mitochondrial permeability transition pore; 360,000 compounds, 1.4% hits; inhibition, % at 10 µM; isolated mouse mitochondria, Ca2+ swelling absorbance, 30 min;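 active means inhibition of 50% or more, scaled per plate between neutral and stimulator controls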;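 further: 0% = DMSO wells given calcium and 100% = 1 mM EGTA wells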
* hit, by the source's call; / = no result given. Rows are unselected (roughly 5% active in at least one column).

SMILES	beta cell repl	A3A deaminase	APOBEC3G inh	NR3A LBD binder	mIAP block	hIAP inh	hIAP activ	mIAP activ	MPTP inh
O=C(Nc1ccccc1C(=O)NCCCn1ccnc1)c1ccc(Cl)cc1Cl	-2	-2	-5	-1	9	-6	1.1	0.91	-2.4
C/C(=N\NC(=O)NC1CCCCC1)c1ccco1	3	2	-1	0	7	-3	1	0.93	-0.3
NC(=O)COC(=O)c1cc([N+](=O)[O-])ccc1NCCO	-3	-12	3	0	-3	-9	1.1	1	0.7
Cc1ccc(CCNC(=O)c2nnn(-c3cccc(C)c3)c2N)cc1	-4	-1	-1	0	-1	14	0.86	1	0.1
COc1ccc(-c2csc(NCCc3nc4cc(Cl)c(N5CCCCC5)cc4n3CCOCCO)n2)cc1	-7	-5	-5	-9	8	-11	1.1	0.92	-0.4
CCOC(=O)C1CCN(CCC(=O)Nc2cccc(C)c2)CC1	-1	-2	-14	0	-9	-9	1.1	1.1	-0.9
COC(=O)c1cc(C#N)c(OC)nc1C	0	1	2	-1	-7	0	1	1.1	0.2
COc1ccc(/C=C/C(=O)NC2CCCCCC2)cc1S(=O)(=O)N1CCOCC1	0	-4	-11	-1	2	4	0.96	0.98	1.5
CCOc1ccc(NC(=O)CN(C)C(=O)Cc2n[nH]c(=O)c3ccccc23)cc1OCC	1	-3	-8	1	5	2	0.98	0.95	-0.5
COc1ccc(Cn2c(=S)[nH]c3ccsc3c2=O)cc1	0	-8	-14	-4	1	6	0.94	0.99	-3.0
O=C1CC(c2ccco2)CC(O)=C1C=NCCN1CCNCC1 (stereo unspecified)	0	-1	-4	3	10	-2	1	0.9	0.1
NC(=S)N/N=C/c1ccc(-n2nncc2-c2ccc(Cl)cc2)cc1	-3	-4	-11	-2	3	-10	1.1	0.97	1.2
COc1ccc(-n2nc(C(=O)N3CCCCC3)c(C)c(C#N)c2=O)cc1	3	5	-4	-1	-1	2	0.98	1	1.6
Nc1cc(OC(=O)c2cccs2)nn1S(=O)(=O)c1ccc(F)cc1	-1	3	2	3	5	12	0.88	0.95	-1.1
Cc1nc2cc(-c3cccs3)nn2c(NCC(C)(C)CN(C)C)c1C	-6	0	-3	0	5	-1	1	0.95	0.4
CSc1nnc2ccc(-c3ccccn3)nn12	-1	5	-2	-1	7	6	0.94	0.93	-0.3
CC(Cc1nnc(SCC(=O)O)n1N)c1ccccc1 (stereo unspecified)	-2	26	5	1	6	1	0.99	0.94	-1.3
COC(=O)c1cc(S(=O)(=O)Nc2ccsc2C(=O)OC)oc1C	0	-3	-6	0	-11	10	0.91	1.1	-0.3
COc1ccc(Cl)cc1N1C(=O)C2CCCN2C1c1ccc(F)cc1 (stereo unspecified)	-2	0	-7	0	9	-13	1.1	0.91	-1.2
CCN=C1S/C(=C\c2cn(CC(=O)NCCOC)c3ccccc23)C(=O)N1CC	2	0	1	5	14	8	0.92	0.86	2.2
O=C(CN1CCOCC1)Nc1cc(C(F)(F)F)ccc1Cl	6	0	-6	1	-4	-1	1	1	-0.9
CNC(=S)NNC(=O)c1cn(C)nc1C	0	1	-8	-3	-14	-5	1	1.1	-0.5
CCCC(c1nnnn1Cc1cccs1)N1CCN(C2CCCC2)CC1 (stereo unspecified)	1	-2	-5	2	3	6	0.94	0.97	0.0
CC(=O)N1CCc2cc(S(=O)(=O)NCC(=O)NCc3ccc(Cl)cc3)ccc21	1	15	-8	3	-9	18	0.82	1.1	-1.1
CCC1CCCCN1S(=O)(=O)c1ccc2[nH]c(=O)ccc2c1 (stereo unspecified)	7	4	-3	-2	-11	16	0.84	1.1	-2.6
CC(=O)CC(=O)Nc1ccn(-c2ccccc2)n1	-4	2	0	-2	-5	-1	1	1	-1.3
COc1ccc2oc(C(=O)N(C)CCOc3ccccc3)c(C)c2c1	-2	-4	-7	2	4	-13	1.1	0.96	-0.2
Cc1cccc(NS(=O)(=O)c2cc(C(=O)OC(C)C(=O)NCc3ccc4c(c3)OCO4)ccc2C)c1 (stereo unspecified)	-4	-2	-7	0	12	-2	1	0.88	8.5
Cc1ccccc1C(=O)NC(C)c1ccc2c(c1)CCCC2 (stereo unspecified)	-3	-4	-3	0	-4	-13	1.1	1	4.3
O=C1C(Cl)=C(Nc2ccccc2O)C(=O)N1c1ccccc1	-5	-4	-3	-7	-1	-2	1	1	6.6
O=C(O)c1ccc(Cl)c(N2C(=O)Nc3ccccc3N2O)c1	-1	-1	-7	0	2	-20	1.2	0.97	-1.5
O=C(CCN1C(=O)C2C3C=CC(C3)C2C1=O)N1CCN(c2ccccc2Cl)CC1 (stereo unspecified)	-4	-2	-7	-3	0	9	0.91	1	-0.3
CCOC(=O)N1CCC(NC(=O)c2ccc3c(c2)N=C(C)c2c(C)ccc(C)c2S3)CC1	-8	-2	-1	-2	0	-7	1.1	1	-1.2
CCOc1ccc(C(C(=O)NCCOC)N(CCOC)C(=O)CCC(=O)Nc2ccccn2)cc1 (stereo unspecified)	3	0	-5	1	-1	-3	1	1	-0.9
CCOc1ccc2c(=O)c(Oc3ccccc3)c(C)oc2c1	2	-14	-6	-11	5	-6	1.1	0.95	-0.7
Cc1ccc(CNC(=O)CNS(=O)(=O)c2ccc3c(c2)C(C)(C)C(=O)N3C)cc1	2	-3	-9	0	-3	20	0.81	1	-1.0
COc1ccc(NC(=O)CSc2nc3ccccc3c(=O)n2CCCO)cn1	1	-4	-4	-1	-2	1	0.99	1	-0.5
O=C(Nc1ccc(O)cc1)c1c(O)c2c([nH]c1=O)CCCC2	2	-3	-4	15*	1	5	0.95	0.99	-2.6
CCOc1ccc2nc(CN3CCN(Cc4ccsc4)C(CCO)C3)ccc2c1 (stereo unspecified)	1	5	-3	-1	4	-7	1.1	0.96	0.6
COc1ccc(C2=Nn3c(nnc3-c3ccccc3OC)SC2)cc1OC1CCCC1	-5	-3	-7	-2	-5	-1	1	1	-2.7
Clc1ccc(CCNc2nc3ccccc3s2)cc1	-5	-1	-1	6	-12	-2	1	1.1	1.6
COc1ccc(OCC(=O)N/N=C\c2ccco2)cc1	-1	-3	-7	-1	2	-13	1.1	0.98	0.6
Cc1cc(C)nc(N(C#N)CN2C(=O)c3ccccc3C2=O)n1	-1	1	-5	0	-2	1	0.99	1	-0.6
COc1ccc(CN2CCNC(=O)C2CC(=O)NC2CCC2)c(OC)c1 (stereo unspecified)	-1	-2	-10	0	-11	-25	1.3	1.1	0.3
CC1=C(C(N)=O)C(c2cccc(OCc3ccccc3)c2)n2nnnc2N1 (stereo unspecified)	-6	-6	13	0	0	-13	1.1	1	0.0
COc1ccccc1C(=O)Nc1ccc(OCC(=O)N2CCCCC2)cc1	-4	-1	-3	3	-3	3	0.97	1	-2.8
O=C(CNC(=O)c1ccc(Cl)cc1)N/N=C/C=C/c1ccccc1	-3	-3	-3	-27	0	10	0.9	1	-0.1
CCOc1ccc(CCNC(=O)CCc2nc(-c3ccc(OC)cc3)no2)cc1OCC	0	-3	-6	3	3	-7	1.1	0.97	-0.4
Cc1cccc(-n2ncc3c(N)ncnc32)c1	0	-2	-2	0	8	-4	1	0.92	-1.0
Cc1cccc(Nc2nccc(N(C)C)c2C#N)c1	1	3	-2	0	6	1	0.99	0.94	0.3
COc1ccc(-c2onc3ccc(C(C)=O)cc23)cc1	-2	-4	-11	3	-1	13	0.87	1	-0.9
Cc1ccccc1S(=O)(=O)Cc1ccc(C(=O)NCCc2ccccc2)o1	-1	-4	-4	2	8	-4	1	0.92	-0.8
CC(=O)Nc1ccc(S(=O)(=O)Nc2ccc(N3CCCCC3)cc2)cc1	-6	3	-2	-6	16	-5	1.1	0.84	1.2
COc1ccc(-c2cc(C(=O)OCC(=O)N3CCOCC3)c3ccccc3n2)cc1	-5	-2	-5	2	-9	-18	1.2	1.1	0.7
O=C(c1sc2ccccc2c1Cl)N(Cc1ccccc1Cl)C1CCS(=O)(=O)C1 (stereo unspecified)	-4	4	-7	-3	9	19	0.81	0.91	-1.0
COc1ccc(/C=N/N=C2/NC(=O)C(CC(=O)NC(N)=O)S2)cc1 (stereo unspecified)	-3	0	-7	0	-13	4	0.96	1.1	0.1
Cc1ccc(NC(=O)C2CCCN(c3ncnc4c3nc3n4CCCCC3)C2)cc1Cl (stereo unspecified)	0	-1	3	-13	-29	-37	1.4	1.3	-0.3
CC(C)(C)c1cc(-c2nc(N)nc(N)n2)c(O)c(C(C)(C)C)c1	-8	0	-3	-1	11	-3	1	0.89	0.1
COc1cc(C(=O)OC2CC3CCC2(C)C3(C)C)ccc1OC(C)=O (stereo unspecified)	-6	-2	-8	-2	10	12	0.89	0.9	4.7
Cc1ccc(NC(=O)CO/N=C/c2ccc(N(C)C)cc2)cc1	-3	1	-7	0	2	2	0.98	0.98	1.6

4 compounds from above, showing only A3A deaminase.
canonical_smiles	A3A deaminase
Clc1ccc(CCNc2nc3ccccc3s2)cc1	-1
COc1ccccc1C(=O)Nc1ccc(OCC(=O)N2CCCCC2)cc1	-1
Cc1cccc(Nc2nccc(N(C)C)c2C#N)c1	3
O=C(CNC(=O)c1ccc(Cl)cc1)N/N=C/C=C/c1ccccc1	-3

(list continues)
SMILES	beta cell repl	A3A deaminase	APOBEC3G inh	NR3A LBD binder	mIAP block	hIAP inh	hIAP activ	mIAP activ	MPTP inh
CC(C)N1CC(C(=O)Nc2ccc(Cl)c([N+](=O)[O-])c2)CC1=O (stereo unspecified)	-1	-3	-9	-1	-4	10	0.9	1	0.1
Cc1c(Cl)cccc1NS(=O)(=O)c1ccc(-c2ccc(=O)[nH]n2)o1	1	-4	-7	2	4	3	0.97	0.96	1.2
Cc1ccc(S(=O)(=O)CCC(=O)OCc2cc(C)ccc2C)cc1	0	2	-6	3	-2	-12	1.1	1	-0.7
CCNc1nc(NCC)nc(SCCOC(=O)Nc2ccc(Cl)cc2Cl)n1	-3	0	0	-25	-4	-8	1.1	1	6.8
CCOC(=O)c1sc2ncnc(N3CCN(CC)CC3)c2c1C	2	3	-2	-1	10	10	0.9	0.91	0.4
CCc1nnc(NC(=O)c2ccc(-c3ccc(F)cc3)o2)s1	4	-3	-8	16*	0	-26	1.3	1	-0.7
CCc1ccc(/C=C2\C(=N)N3N=C(CC(=O)N4CCCCC4)SC3=NC2=O)cc1	-3	0	6	-4	-5	6	0.94	1.1	-0.4
O=C(COc1cccc2ccccc12)NNC(=O)C1CCCO1 (stereo unspecified)	-2	0	0	0	0	8	0.92	1	0.3
Cc1nn(CC(=O)OC(C)C(=O)Nc2ccccc2[N+](=O)[O-])c(C)c1[N+](=O)[O-] (stereo unspecified)	0	1	0	2	0	5	0.95	1	-1.4
O=C(NCCNC(=O)C(F)(F)F)c1ccncc1	-1	1	-5	1	-3	8	0.92	1	0.4
Cc1ccc(S(=O)(=O)N2CCC(=O)N(CCOC(=O)Nc3cccc(Cl)c3)CC2)cc1	-3	-5	-10	-6	-18	20	0.8	1.2	1.2
CCC(C)(C(=O)Nc1ccc2c(c1)OCCO2)N(C(C)=O)c1ccc(C(N)=O)cc1 (stereo unspecified)	-2	4	5	-1	-2	3	0.97	1	0.5
CC(=O)Nc1ccc2c(c1)C(C)(C)C(C)N2C (stereo unspecified)	-2	-1	-6	-4	6	-3	1	0.94	/

Screens deposited in PubChem by Sanford-Burnham Center for Chemical Genomics.
